Assay outcomes (PubChem BioAssay)
mABHD4 FP: ABHD4 (mouse) inhibition, primary FP screen. purified mABHD4, FP-Rh probe fluorescence polarization. AID 720543. 0.54% of 370,000 active. inhibition, % at 8.92 µM;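 active = inhibition exceeding the mean over every tested compound plus 3 SD, cut at about 30% in these data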;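 note: 0% = plate median of compound wells and 100% = S159A mutant with DMSO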
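Test system: mouse ABHD4 enzyme, wild type. Reagent: FP-Rh fluorescent activity-based probe, added after compound pre-incubation. Timing: pre-incubation 45 min, probe exposure 60 min, at 25 °C. Technique: FP readout, ex 525 nm / em 598 nm. Benchmarks: high control S159A mutant with DMSO, low control median of compound wells.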
TCR-CD3 inh: human TCR-CD3 binding inhibition. TAMRA-labeled TCR probe fluorescence, biochemical. inhibition, % at 9.4 µM. 0.37% of 360,000 active. AID 651800; in the data active = inhibition above about 19%;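 note: recombinant mutant TCR 2C K166C tagged with TAMRA read by polarization; 0% = receptor in buffer alone and 100% = receptor with positive control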
NPR1 activator: GC-A (human) enzyme activation. HEK293 GC-A cells, cGMP TR-FRET, EC30 ANP; 0% at EC30 ANP, 100% saturating ANP. activation, % at 10 µM. P16066. 0.14% of 370,000 active; in the data active = activation above about 40%
Target sequence (P16066 whole entry, looked up): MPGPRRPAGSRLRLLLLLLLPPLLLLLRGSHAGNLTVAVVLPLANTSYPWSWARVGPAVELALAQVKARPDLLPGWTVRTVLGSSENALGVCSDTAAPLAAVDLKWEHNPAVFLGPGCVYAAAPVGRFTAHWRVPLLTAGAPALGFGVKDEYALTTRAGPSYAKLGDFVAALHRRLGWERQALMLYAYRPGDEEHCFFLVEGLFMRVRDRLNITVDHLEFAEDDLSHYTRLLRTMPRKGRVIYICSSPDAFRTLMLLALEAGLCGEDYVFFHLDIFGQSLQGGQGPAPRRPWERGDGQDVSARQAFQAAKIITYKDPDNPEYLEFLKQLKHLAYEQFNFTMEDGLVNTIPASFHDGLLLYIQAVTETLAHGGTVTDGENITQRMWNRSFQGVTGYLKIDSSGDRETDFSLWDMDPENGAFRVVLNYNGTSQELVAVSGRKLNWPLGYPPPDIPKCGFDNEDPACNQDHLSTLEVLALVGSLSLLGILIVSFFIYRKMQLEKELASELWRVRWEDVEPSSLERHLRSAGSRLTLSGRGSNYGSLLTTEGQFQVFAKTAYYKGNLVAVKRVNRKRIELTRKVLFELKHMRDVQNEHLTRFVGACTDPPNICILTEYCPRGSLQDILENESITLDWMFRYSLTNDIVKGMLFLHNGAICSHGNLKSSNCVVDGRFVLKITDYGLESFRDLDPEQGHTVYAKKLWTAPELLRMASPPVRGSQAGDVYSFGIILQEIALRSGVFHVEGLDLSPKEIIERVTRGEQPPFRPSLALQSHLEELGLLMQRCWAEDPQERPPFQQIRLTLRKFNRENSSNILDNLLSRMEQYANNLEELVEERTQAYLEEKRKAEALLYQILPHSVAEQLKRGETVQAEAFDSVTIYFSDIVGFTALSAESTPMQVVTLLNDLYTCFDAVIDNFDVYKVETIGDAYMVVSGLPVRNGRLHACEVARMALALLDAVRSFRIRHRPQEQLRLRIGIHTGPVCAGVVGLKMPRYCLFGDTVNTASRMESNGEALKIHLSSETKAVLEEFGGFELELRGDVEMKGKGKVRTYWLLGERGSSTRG
NPR2 activator: GC-B (human) receptor activation | P20594 | HEK293-GC-B cells, CNP EC30, cGMP TR-FRET; 0% at EC30 CNP, 100% saturating CNP | activation, % at 10 µM | 0.11% of 370,000 active | AID 1920062;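 active = activation at 10 µM reaching about 35% in either raw or pattern-adjusted values, limit read from the data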
rCAG binder: molecules binding r(CAG) RNA repeats | r(CAG) RNA repeat, TO-PRO-1 dye displacement fluorescence | inhibition, % at 3 µM | 1.3% of 370,000 active;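 active = inhibition above the plate cutoff, the mean of all test compounds on that plate plus 3 SD, cut at about 35% in these data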;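 note: 0% = DMSO alone and 100% = 100 µM mitoxantrone as full dye displacement; higher means more dye released from RNA so lower well fluorescence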
HTRA1 inh: blocks human HTRA1 serine peptidase; inhibition, % at 5.96 µM; AID 504803; Q92743; recombinant HTRA1, FP-rhodamine activity-based probe, fluorescence polarization; 0.5% of 340,000 active; in the data active = inhibition above about 36%;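 note: 0% = enzyme with DMSO and 100% = wells lacking enzyme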
MBD2 inh: blocks human MBD2 binding to methylated DNA; 0.31% of 370,000 active; AID 686964; TR-FRET, MBD2 binding to methylated oligonucleotide; inhibition, % at 4.4 µM; Q9UBB5; in the data active = inhibition above about 13%
SIAE primary: inhibitors of human sialic acid acetylesterase SIAE | SIAE FP-Rh probe binding, fluorescence polarization | inhibition, % at 9.66 µM | 0.69% of 370,000 active | AID 1053197;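 active = inhibition above a cutoff: mean of compounds within the control limits plus 3 SD of those, cut at about 17% in these data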;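 note: 0% = plate median of compound wells and 100% = probe without SIAE protein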
PRMT1 FP inh: PRMT1 (human) inhibition, primary screen; Q99873; recombinant PRMT1, activity-based probe fluorescence polarization; inhibition, % at 2.79 µM; 1.3% of 370,000 active; AID 652257;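 active = inhibition above about 21% made by adding two undisclosed values, limit read from the data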
UHRF1 binding: blocks human UHRF1 binding to methylated DNA. Q96T88. UHRF1 binding to methylated oligo, TR-FRET. inhibition, % at 4.4 µM. 0.75% of 370,000 active; in the data active = inhibition above about 21%;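 note: UHRF1 SRA domain binding a hemimethylated CpG hairpin DNA probe; 0% = median of test compound wells and 100% = reference inhibitor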
* hit, by the source's call; . = not tested or not shown.

1) O=c1cc(N2CCc3ccccc3C2)[nH]c(=O)n1-c1ccccc1Cl
2) Cc1cccc(C)c1NC(=O)C[N+](C)(C)CC(O)COc1cccc2ccccc12 (stereo not given)
3) CCC(C)NS(=O)(=O)c1ccc(OCC(=O)Nc2ccc3c(c2)OCO3)cc1 (stereo not given)
4) COc1ccc(O)c(C(=O)c2cc(C#N)c(=O)n(-c3c(C)n(C)n(-c4ccccc4)c3=O)c2)c1
5) COCCCn1c(=O)/c(=C/c2ccccc2OC(F)F)s/c1=C(\C#N)C(=O)NCCOC
6) COc1ccc(C(=O)N2N=C(c3ccccc3)CC2(O)C(F)(F)F)cc1 (stereo not given)
Assay by compound,1,2,3,4,5,6
mABHD4 FP,0,8,-6,8,1,-19
TCR-CD3 inh,1,-8,3,1,10,5
NPR1 activator,2,4,-1,-3,-2,.
NPR2 activator,2,5,-4,4,-5,.
rCAG binder,13,12,0,-13,2,0
HTRA1 inh,-3,15,-6,-1,2,-9
MBD2 inh,-3,4,-2,-7,-6,1
SIAE primary,0,2,0,4,-7,-3
PRMT1 FP inh,0,4,1,2,4,8
UHRF1 binding,-4,2,3,-3,1,1

7) CC(=O)NS(=O)(=O)c1ccc(NC(=S)NC(=O)C(C)(C)C)cc1
8) CN(C(=O)CCc1nnc(Cc2ccc(-c3ccccc3)cc2)o1)C1CCOCC1
9) Cn1c(SCc2cccc(F)c2)nnc1-c1ccncc1
10) CCOC(=O)CSc1nnc(CNC(=O)c2cccs2)n1-c1cccc(C)c1
11) CC(C)(C)C1COc2ccccc2N1C(=O)c1cccc(Cl)c1 (stereo not given)
12) CCN(CC)C(c1ccc(F)cc1)c1nnnn1CC1CCCO1 (stereo not given)
Assay by compound,7,8,9,10,11,12
mABHD4 FP,2,-1,0,-5,-17,3
TCR-CD3 inh,4,-8,-1,3,-9,-5
NPR1 activator,-3,6,3,-1,-9,7
NPR2 activator,0,-1,-2,-1,-5,-5
rCAG binder,1,-4,5,-6,-2,0
HTRA1 inh,5,2,-5,-2,-1,-2
MBD2 inh,4,2,2,3,7,0
SIAE primary,-2,2,8,2,-9,11
PRMT1 FP inh,-1,0,0,-3,9,1
UHRF1 binding,7,5,-2,-1,3,-1

2 entries from above, field by field:
#11 CC(C)(C)C1COc2ccccc2N1C(=O)c1cccc(Cl)c1 (stereo not given)
  mABHD4 FP = -17 | TCR-CD3 inh = -9 | NPR1 activator = -9 | NPR2 activator = -5 | rCAG binder = -2 | HTRA1 inh = -1 | MBD2 inh = 7 | SIAE primary = -9 | PRMT1 FP inh = 9 | UHRF1 binding = 3
#12 CCN(CC)C(c1ccc(F)cc1)c1nnnn1CC1CCCO1 (stereo not given)
  mABHD4 FP = 3 | TCR-CD3 inh = -5 | NPR1 activator = 7 | NPR2 activator = -5 | rCAG binder = 0 | HTRA1 inh = -2 | MBD2 inh = 0 | SIAE primary = 11 | PRMT1 FP inh = 1 | UHRF1 binding = -1

Next results follow.
13) CCOC(=O)C1(Cc2ccccc2)CCN(Cc2cn(C(C)=O)c3ccccc23)CC1
14) CCOc1ccc(CCNC(=O)Cn2cccc2C(=O)c2ccccc2C)cc1OCC
15) Cc1ccc2c(c1)NC(=O)c1cccnc1N2
16) COc1ccc(NC(=O)N(Cc2cc3ccc(OC)cc3[nH]c2=O)CC2CCCO2)cc1 (stereo not given)
17) Cc1nnc(SCCCCSc2nnc(C)c(=O)[nH]2)[nH]c1=O
18) CC(C)CCNC(=O)C(c1ccco1)N(C(=O)Cn1nnc2ccccc21)c1ccc2c(c1)OCO2 (stereo not given)
Assay by compound,13,14,15,16,17,18
mABHD4 FP,-1,-4,9,-4,0,-1
TCR-CD3 inh,.,-1,1,5,4,-2
NPR1 activator,-8,-6,-3,2,-1,-2
NPR2 activator,-8,0,-3,7,-1,-4
rCAG binder,-1,-7,1,-5,1,2
HTRA1 inh,.,-3,3,-2,-9,-8
MBD2 inh,1,1,0,2,3,-1
SIAE primary,-1,3,5,4,2,4
PRMT1 FP inh,2,2,-1,-3,2,-3
UHRF1 binding,-3,2,1,2,0,0

Record cards, from the list above:
`CCOC(=O)C1(Cc2ccccc2)CCN(Cc2cn(C(C)=O)c3ccccc23)CC1` across the screens: mABHD4 FP: -1; TCR-CD3 inh: .; NPR1 activator: -8; NPR2 activator: -8; rCAG binder: -1; HTRA1 inh: .; MBD2 inh: 1; SIAE primary: -1; PRMT1 FP inh: 2; UHRF1 binding: -3
`Cc1nnc(SCCCCSc2nnc(C)c(=O)[nH]2)[nH]c1=O` across the screens: mABHD4 FP: 0; TCR-CD3 inh: 4; NPR1 activator: -1; NPR2 activator: -1; rCAG binder: 1; HTRA1 inh: -9; MBD2 inh: 3; SIAE primary: 2; PRMT1 FP inh: 2; UHRF1 binding: 0

Following part
19) O=C(O)c1ccccc1SCc1csc(-c2ccccc2)n1
20) CC(=O)c1cccc(NC(=O)C(OC(=O)c2cccc(S(=O)(=O)N(C)c3ccccc3)c2)c2ccccc2)c1 (stereo not given)
21) CC(C)c1ccc(NC2CCCN(C(=O)CN3CCOC3=O)C2)cc1 (stereo not given)
22) Clc1ccc2nc(CNc3nc(N4CCOCC4)nc4c3ncn4-c3ccsc3)[nH]c2c1
23) COc1ccc(-c2cc(=O)c3ccccc3o2)cc1
24) O=C(c1cccc(-n2cccc2)c1)N1CCN(S(=O)(=O)c2ccccc2Br)CC1
Assay by compound,19,20,21,22,23,24
mABHD4 FP,2,-49,-3,-12,-4,-6
TCR-CD3 inh,2,31*,-6,.,11,6
NPR1 activator,-4,-2,0,-4,-2,-15
NPR2 activator,-1,4,2,0,7,-8
rCAG binder,9,17,-4,.,-1,-3
HTRA1 inh,5,-58,4,.,-5,-11
MBD2 inh,2,7,-2,-7,-4,-1
SIAE primary,-5,-26,0,3,2,-6
PRMT1 FP inh,1,-3,-1,0,-3,0
UHRF1 binding,2,1,0,-1,-9,0

25) Cn1c(=O)c2cc(NC(=S)NCc3ccccc3F)ccc2n1Cc1ccccc1
26) CCOCCCNC(=S)N1CCN(c2nc(-c3ccccc3)cs2)CC1
27) Cc1ccnn1CC(=O)N/N=C/c1ccc2c(c1)OCO2
28) COc1ccc(OC)c(CN2C(=O)c3ccccc3C2c2nnnn2Cc2ccccc2)c1 (stereo not given)
29) O=C(c1cc([N+](=O)[O-])ccc1Cl)N1CCN(Cc2ccccc2)CC1
30) CCC/C(=C1/c2ccccc2C(=O)N1c1ccccc1)c1cnc(OC)nc1
Assay by compound,25,26,27,28,29,30
mABHD4 FP,3,-7,-4,0,-5,-2
TCR-CD3 inh,0,-6,-8,2,-6,3
NPR1 activator,4,2,-2,-21,-2,5
NPR2 activator,-5,6,0,-9,-1,-8
rCAG binder,3,-3,-1,0,-5,13
HTRA1 inh,.,-5,3,.,2,-4
MBD2 inh,-6,-2,4,4,-1,-4
SIAE primary,5,-2,6,-2,1,3
PRMT1 FP inh,0,6,-1,0,3,1
UHRF1 binding,-1,1,0,1,2,-3

31) O=C(NCCc1ccccn1)C1CCN(S(=O)(=O)c2ccc(Cl)cc2)CC1
32) O=C(CCC(C(=O)O)N1C(=O)c2ccccc2C1=O)Nc1ccccc1 (stereo not given)
33) CCCn1c(SCC(=O)NC2CC2)nnc1-c1cccs1
34) Cc1cc(C)n2nc(SCC3COc4ccccc4O3)nc2n1 (stereo not given)
35) CCCCCCC(C)OC(=O)Nc1cccc2ccccc12 (stereo not given)
36) O=C(Nc1ccccc1)c1ccccc1NC(=O)c1ccccc1C(=O)O
Assay by compound,31,32,33,34,35,36
mABHD4 FP,1,1,-9,0,-5,-4
TCR-CD3 inh,-8,-3,4,1,4,2
NPR1 activator,-2,0,-3,7,5,2
NPR2 activator,-3,6,0,3,4,6
rCAG binder,-7,0,-2,5,-2,0
HTRA1 inh,4,-1,5,-5,-10,.
MBD2 inh,6,4,3,-2,0,-2
SIAE primary,-1,-1,2,-7,-5,11
PRMT1 FP inh,1,3,-3,0,0,0
UHRF1 binding,1,14,-3,1,0,28*

37) C/C(N)=C(/C#N)C(=O)COC(=O)C1CCN(C(=O)c2ccc(Cl)cc2)CC1
38) O=C(CCNC(=O)c1ccccc1)NNC(=O)COc1ccccc1Cl
39) CCCCCCCC(=O)N[C@H]1CC[C@@]23CCCN2C(=O)CCC[C@H]3[C@H]1CCC
40) C[C@H](NS(=O)(=O)c1ccc2c(c1)OCCCO2)C(=O)N1CCN(c2ccc(F)cc2)CC1
41) COc1cccc(C(=O)NC(=O)Nc2cc(C)[nH]n2)c1
42) Cc1cccc(CSC2=NCCN2C(=O)c2ccc(Br)o2)c1
Assay by compound,37,38,39,40,41,42
mABHD4 FP,2,0,1,-7,0,-5
TCR-CD3 inh,3,2,.,0,1,-2
NPR1 activator,5,0,-20,3,1,7
NPR2 activator,-2,5,-28,1,3,7
rCAG binder,-4,-1,.,2,2,1
HTRA1 inh,0,7,.,-6,-3,-6
MBD2 inh,-1,3,5,1,-1,-5
SIAE primary,5,-4,5,2,0,-6
PRMT1 FP inh,-3,-1,3,7,0,-4
UHRF1 binding,-2,1,-3,4,-2,46*

43) Cc1cccc(C)c1NC(=O)COC(=O)c1ccc2[nH]c3c(c2c1)CCCC3
44) Cc1cc(C)n2nc(C(=O)OCC(=O)NNC(=O)c3ccc(Cl)cc3)nc2n1
45) CCC1Cc2c(nc(N)c3c(N)nc(N4CCOCC4)c(C#N)c23)O1 (stereo not given)
46) O=C(Nc1ccc(-c2nc3ccccc3[nH]2)cc1)C1CCCN(Cc2ccn[nH]2)C1 (stereo not given)
47) O=C(NCCCc1ccccc1)c1cccc(NC(=O)C2CCCC2)c1
48) Cc1nc2scc(C)n2c(=O)c1S(=O)(=O)Nc1ccc(N2CCOCC2)cc1
Assay by compound,43,44,45,46,47,48
mABHD4 FP,6,1,0,5,-4,7
TCR-CD3 inh,-6,-5,-2,-1,6,2
NPR1 activator,-1,-1,15,-1,1,-4
NPR2 activator,1,4,3,5,2,-13
rCAG binder,7,1,5,2,0,3
HTRA1 inh,-1,2,3,7,-17,1
MBD2 inh,2,2,-4,2,-1,1
SIAE primary,-7,5,10,-6,-6,4
PRMT1 FP inh,6,-2,1,-9,1,7
UHRF1 binding,3,-3,-2,-1,0,8

49) CC(=O)/C(=C\N(C)C)Sc1ccc(Cl)cc1
50) OCCNCc1cc(Br)ccc1OCc1ccc(Cl)cc1Cl
51) CCOc1ncccc1C(=O)OCC(=O)c1ccc(Br)s1
52) CCn1nccc1C(=O)Nc1ccc(Cl)cn1
53) COc1ccc(N2CCN(C(=O)C(NC(=O)c3c(F)cccc3F)C(C)C)CC2)cc1 (stereo not given)
Assay by compound,49,50,51,52,53
mABHD4 FP,2,17,0,6,3
TCR-CD3 inh,3,-10,-1,-7,6
NPR1 activator,4,-13,0,2,-2
NPR2 activator,3,-17,3,1,3
rCAG binder,1,8,-1,-1,-2
HTRA1 inh,3,-6,-2,-4,5
MBD2 inh,-3,4,-6,-5,1
SIAE primary,10,-3,5,3,5
PRMT1 FP inh,-3,3,-1,-4,1
UHRF1 binding,-1,-9,2,2,3

Some of the compounds tested, so the mix of outcomes need not match the whole.
